FAS TE block: FAS thioesterase domain inhibitors, primary screen, biochemical, fluorescence intensity, uHTS; hit rate 0.67% among 360,000; recombinant FAS-TE, OMFH fluorogenic substrate, fluorescence endpoint; inhibition, % at 15 µM; Fatty acid synthase (Homo sapiens), P49327; AID 602261, 2012;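 active = compounds whose normalised, plate-corrected inhibition of enzyme fluorescence in the single-dose primary screen is 50% or more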;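 note: 0% = DMSO with enzyme and 100% = substrate without enzyme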
TbMetRS inhib: T. brucei MetRS inhibitors, primary screen, biochemical, luminescence; AID 624268, 2012; hit rate 0.4% among 360,000; inhibition, % at 11.9 µM; purified T. brucei MetRS, ATP depletion, Kinase-Glo luminescence; methionyl-tRNA synthetase (Trypanosoma brucei brucei);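 active = inhibition above a per-plate cutoff of the control wells' mean inhibition plus 3 SD, cut at about 5.5% in these data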;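 note: 0% = DMSO wells median and 100% = median of wells with control inhibitor compound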
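Test system – parasite MetRS enzyme · Reagent – substrates ATP, L-methionine and bulk Escherichia coli tRNA · Doses – 11.9 µM compound single dose, 0.9% DMSO · Times – 15 min enzyme-compound preincubation, 2 h reaction, 10 min detection, 25 °C · Signal – Kinase-Glo luminescence, ATP depletion format · Controls – DMSO-only wells as low control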
MLLE-PAM2 inh: inhibitors of PABP1 MLLE–PAM2 peptide binding, primary screen, biochemical, fluorescence polarization, FITC-PAM2, GST-MLLE; inhibition, % at 20 µM; hit rate 0.36% among 360,000; Polyadenylate-binding protein 1 (Homo sapiens), P11940; in the data active = inhibition above about 35%, passing the limit was not always enough;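 note: plate controls were DMSO wells with GST-MLLE for no effect and wells lacking GST-MLLE protein for full effect; some results filed as inactive read as strong as hits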
MsrA act: bovine MsrA enzyme activators, primary screen, biochemical, absorbance, HTS. activation, % at 10.6 µM. purified bovine MsrA, absorbance read-out. hit rate 0.3% among 360,000; in the data active = activation above about 7.5%;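 note: 0% = vehicle and 100% = reference activator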
eLon inh: inhibitors of E. coli Lon protease, primary screen, biochemical, fluorescence polarization. P0A9M0. AID 602123, 2011. inhibition, % at 7.94 µM. hit rate 0.42% among 360,000. purified E. coli Lon protease; in the data active = inhibition above about 13%, passing the limit was not always enough;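 note: 0% = enzyme with probe and DMSO and 100% = no enzyme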
Target sequence (P0A9M0 whole entry, looked up): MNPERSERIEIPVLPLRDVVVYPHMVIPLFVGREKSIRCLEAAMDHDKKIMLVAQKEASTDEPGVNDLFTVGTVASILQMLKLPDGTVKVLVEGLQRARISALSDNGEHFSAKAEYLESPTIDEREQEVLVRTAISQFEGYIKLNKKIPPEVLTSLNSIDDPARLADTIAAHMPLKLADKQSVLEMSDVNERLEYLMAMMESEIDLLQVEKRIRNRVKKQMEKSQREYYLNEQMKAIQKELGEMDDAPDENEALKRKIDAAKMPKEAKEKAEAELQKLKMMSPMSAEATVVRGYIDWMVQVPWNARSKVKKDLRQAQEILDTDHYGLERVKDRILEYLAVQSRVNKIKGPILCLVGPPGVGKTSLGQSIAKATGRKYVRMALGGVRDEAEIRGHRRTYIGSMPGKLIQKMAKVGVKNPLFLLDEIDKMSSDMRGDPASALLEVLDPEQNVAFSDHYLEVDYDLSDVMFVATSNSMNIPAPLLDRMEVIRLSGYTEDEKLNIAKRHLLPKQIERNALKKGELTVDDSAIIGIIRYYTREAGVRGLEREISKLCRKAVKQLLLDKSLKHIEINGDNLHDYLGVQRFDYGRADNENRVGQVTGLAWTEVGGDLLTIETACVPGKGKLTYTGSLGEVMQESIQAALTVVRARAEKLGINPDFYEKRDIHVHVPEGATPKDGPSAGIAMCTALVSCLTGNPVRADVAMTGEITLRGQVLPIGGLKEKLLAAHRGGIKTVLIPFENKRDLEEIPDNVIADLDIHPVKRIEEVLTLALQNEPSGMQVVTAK
MsrA inhibitor: bovine MsrA enzyme inhibitors, primary screen, biochemical, absorbance, HTS; Methionine sulfoxide reductase A (Bos taurus); hit rate 0.75% among 360,000; purified bovine MsrA, absorbance read-out; inhibition, % at 15.5 µM; AID 651718, 2012; in the data active = inhibition above about 4.5%;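 note: 0% = vehicle wells with enzyme and 100% = reference inhibitor wells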
NRP1-CendR mod: modulators of CendR peptide binding to NRP-1, primary screen, biochemical, fluorescence polarization, uHTS; Neuropilin-1 (Homo sapiens), O14786; FAM-RPARPAR peptide binding to NRP-1; inhibition, % at 25 µM; hit rate 0.85% among 360,000;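 active = inhibition or corrected inhibition above about 18%, plus a signal ratio from 0.5 to 1.5, limit read from the data, passing the limit was not always enough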; note: strong numbers were not always called active
SKN-1 block: suppressors of acrylamide-induced Pgst-4::GFP reporter in worms, primary screen, SKN-1 inhibitor project, whole organism, uHTS, GFP/RFP fluorescence ratio, strain VP596 | C. elegans VP596 Pgst-4::GFP/RFP ratio, 24 h | inhibition, % at 21.8 µM | hit rate 0.49% among 360,000;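 active = interference check ratio from 0.5 to 1.5 plus GFP to RFP signal ratio inhibition reaching or exceeding a fixed threshold, cut at about 30% in these data, passing the limit was not always enough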; note: some compounds called inactive have numbers as strong as hits
MT1-MMP act inh: blockers of MT1-MMP proenzyme processing, primary screen, HT1080 RFP-PRO-GFP cells, GFP/RFP fluorescence; GFP/RFP ratio fluorescence, overnight; percent of plate control window, DMSO zero; GFP/RFP ratio change, % at 20 µM; hit rate 0.061% among 360,000; AID 651647, 2012;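 active = GFP/RFP ratio change of at least 30% with cell ATP level not reduced by more than half and red fluorescence within 50% of control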; note: strong numbers were not always called active
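Read-out: GFP/RFP fluorescence ratio; Test system: RFP-PRO-GFP reporter HT1080 cells; Compound dosing: single-point 20 µM compound, 1% DMSO; Times: overnight compound exposure at 37 °C.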
An asterisk follows results filed as active.

SMILES | FAS TE block | TbMetRS inhib | MLLE-PAM2 inh | MsrA act | eLon inh | MsrA inhibitor | NRP1-CendR mod | SKN-1 block | MT1-MMP act inh
COCCNc1nc(Nc2ccc(C)cc2C)c2sc(-c3ccccc3)cc2n1 | 11 | 0.0 | 7 | 0 | 3 | 1.4 | 7 | -8 | -4
C[C@@H]1CN([C@@H](C)CO)C(=O)CCCn2nncc2CO[C@H]1CN(C)C(=O)CCC(F)(F)F | -2 | -0.4 | 14 | 0 | 6 | 0.1 | 17 | 2 | 4
COCCC(=O)N1CCC(Oc2ccc(C(=O)N3CCCCCCC3)cc2)CC1 | -6 | -0.7 | -3 | -7 | 7 | -0.1 | -4 | -28 | 1
NS(=O)(=O)c1ccc(O)c(N2C(=O)c3cccc4c(C(=O)O)ccc(c34)C2=O)c1 | -5 | 0.5 | -11 | -1 | 3 | 5.0* | -5 | 4 | 1
COCCNc1nnc(SC(C)C(=O)Nc2ccc(-c3nc4ccc(C)cc4s3)cc2)s1 (stereo not given) | -9 | -0.8 | -19 | -8 | 7 | 1.6 | -8 | 4 | 2
COc1cccc(NC(=O)CSc2nnc(-c3cc(-c4ccccn4)nc4ccccc34)o2)c1 | -7 | -0.3 | -8 | -4 | -3 | -0.3 | -7 | -5 | -4
CCN(C[C@H]1N[C@@](CC)(C(=O)OC)[C@H]2C(=O)N(Cc3ccccc3)C(=O)[C@@H]12)C(=O)c1ccc(C)cc1 | -8 | -0.2 | 3 | -2 | -9 | 0.4 | 9 | -2 | 2
COc1ccc(S(=O)(=O)N2CCOCC2)cc1NC(=O)c1ccc(S(=O)(=O)N(C)c2ccccc2OC)cc1 | 61* | -0.2 | -3 | -4 | 1 | -0.6 | -11 | -9 | -3
CN1OC[C@@H]2CN(Cc3ccccc3)[C@H](c3cccc(-c4ccc(C#N)cc4)c3)C[C@@H]21 | 34 | -0.2 | 14 | 0 | 12 | -0.4 | -1 | -2 | -1
CC1=C/C(=N\N=C2\NC(=O)C(CC(=O)Nc3ccccc3F)S2)CC(C)(C)C1 (stereo not given) | -10 | -1.3 | -9 | -8 | 5 | -0.4 | -2 | 2 | 3
O=C(CN1CCCCCC1)N/N=C/c1cccs1 | -8 | -0.2 | -11 | 4 | -1 | 1.7 | 5 | 6 | 2
COc1ccc(OCC(O)CN(C)C(=O)C(C)Oc2ccccc2)cc1 (stereo not given) | -2 | -0.9 | -1 | -5 | -12 | -1.1 | -10 | -5 | -4
Cc1oc(=O)c(NC(=O)c2cccc(Cl)c2)cc1C(=O)c1ccccc1 | 5 | -0.5 | 35 | -1 | -1 | 0.8 | 4 | 12 | -1
CCC(CC)C(=O)Nc1ccc(C(=O)c2ccccc2)cc1 | 4 | -0.8 | -13 | -10 | 4 | 1.1 | 1 | 4 | 2
Cc1cc(C)nc(NC(=O)Cc2ccc([N+](=O)[O-])cc2)c1 | -4 | -0.3 | 7 | -2 | -2 | 0.3 | -5 | 1 | -3
CCN(Cc1ccccc1)S(=O)(=O)CCNC(=O)c1ccccc1 | -7 | -0.3 | -11 | -1 | -14 | 0.4 | -1 | 8 | -1
CSCCC(NC(=O)COc1ccccc1)C(=O)OCCOc1ccc(C)cc1 (stereo not given) | 21 | -0.3 | -8 | -9 | -10 | 0.8 | 5 | 4 | -6
COc1ccccc1/C=C/C(=O)N1CCN(S(=O)(=O)c2cccs2)CC1 | 8 | 0.3 | 9 | -2 | -8 | 1.8 | -4 | 2 | -3
Cc1ccc(C)c(NC(=S)NC(NC(=O)OCc2ccccc2)C(Cl)(Cl)Cl)c1 (stereo not given) | 0 | -0.1 | -4 | -3 | -1 | 0.2 | -8 | 7 | -1
C/C(CC(=O)Nc1ccc(Cl)c(C(F)(F)F)c1)=N\NC(=O)c1cc2ccccc2cc1O | 24 | 1.4 | 11 | -5 | -1 | 1.8 | -16 | 16 | -8
O=C(NCCc1ccc(Cl)cc1)C1COc2ccccc2O1 (stereo not given) | 6 | -0.5 | -2 | -1 | -13 | 2.1 | 4 | 5 | 4
CN1CCOCCOc2ccccc2OCCOCC1 | -5 | 0.1 | 10 | -2 | 0 | 0.0 | -3 | 2 | -1
O=C(CCN1C(=O)c2cccc([N+](=O)[O-])c2C1=O)NC1CCCCCC1 | 5 | 0.1 | 8 | -3 | 0 | 0.2 | 4 | 16 | 0
O=C(NCCc1ccc2c(c1)OCO2)C1CCN(S(=O)(=O)c2ccc(Cl)cc2)CC1 | 0 | -0.1 | 5 | -2 | 1 | -0.7 | 6 | 9 | -2
CCN(CC)S(=O)(=O)c1cc(C(=O)Nc2ccccn2)ccc1C | -4 | -1.2 | 3 | -3 | -3 | 2.3 | -13 | 19 | 0
O=C(O)c1cc(-c2ccc(-c3ccc(F)cc3)o2)nc2ccccc12 | 0 | -0.3 | 22 | -11 | -6 | 1.0 | -21 | 5 | -6
COc1cccc(S(=O)(=O)N(C)C[C@@H]2OCc3cnnn3CCCC(=O)N([C@H](C)CO)C[C@@H]2C)c1 | -3 | -1.6 | 1 | 1 | -1 | -0.4 | -3 | 7 | 16
COc1ccc(S(=O)(=O)Nc2ccc3c(c2)OCCO3)cc1Cl | 12 | -0.8 | -4 | 0 | -5 | -0.5 | -3 | 6 | 2
COc1cccc(/C=N/NC(=O)c2cc(-c3cccn3C)n[nH]2)c1O | -2 | -1.3 | 6 | -8 | 1 | 1.1 | 1 | 10 | 12
CCCCCCN1C[C@@H](n2cc(C3CC3)nn2)[C@H](O)C[C@@H]1c1ccc(C)cc1 | 17 | -1.1 | -3 | 1 | -3 | -0.6 | -10 | 3 | -5

An excerpt from above in order of heavy-atom count, lowest first:
SMILES | FAS TE block | TbMetRS inhib | MLLE-PAM2 inh | MsrA act | eLon inh | MsrA inhibitor | NRP1-CendR mod | SKN-1 block | MT1-MMP act inh
CN1CCOCCOc2ccccc2OCCOCC1 | -5 | 0.1 | 10 | -2 | 0 | 0.0 | -3 | 2 | -1
CCN(Cc1ccccc1)S(=O)(=O)CCNC(=O)c1ccccc1 | -7 | -0.3 | -11 | -1 | -14 | 0.4 | -1 | 8 | -1
Cc1ccc(C)c(NC(=S)NC(NC(=O)OCc2ccccc2)C(Cl)(Cl)Cl)c1 (stereo not given) | 0 | -0.1 | -4 | -3 | -1 | 0.2 | -8 | 7 | -1
CSCCC(NC(=O)COc1ccccc1)C(=O)OCCOc1ccc(C)cc1 (stereo not given) | 21 | -0.3 | -8 | -9 | -10 | 0.8 | 5 | 4 | -6

(listing goes on)
SMILES | FAS TE block | TbMetRS inhib | MLLE-PAM2 inh | MsrA act | eLon inh | MsrA inhibitor | NRP1-CendR mod | SKN-1 block | MT1-MMP act inh
CC(=O)c1ccc(NC(=O)Nc2ccc([N+](=O)[O-])cc2C)cc1 | 6 | -0.9 | -12 | -3 | -8 | 1.8 | -12 | -9 | -3
COc1ccc2c(=O)c(-c3nc(C)cs3)coc2c1 | -9 | -2.7 | 3 | -6 | -4 | 2.4 | -12 | -12 | 15
Cc1ccc(-c2c(C#N)c(N)n(-c3ccccc3)c(=O)c2C#N)cc1 | 2 | -0.2 | 3 | -4 | 0 | 2.5 | 14 | 3 | 0
CSC1=NCCN1C(=O)c1ccc2ccccc2c1 | -4 | -0.1 | 3 | -2 | -1 | -0.2 | -1 | -1 | 3
COc1ccc(OCc2n(CC(=O)OC3CC(C)CCC3C(C)C)c3ccccc3[n+]2C)cc1 (stereo not given) | 4 | -1.2 | 0 | -12 | -3 | -1.1 | 3 | -18 | -2
Cc1nc(N2CCN(S(=O)(=O)c3ccc(F)cc3)CC2)c2c(C)c(C)sc2n1 | 7 | -0.8 | -4 | -12 | -1 | -0.6 | 7 | 7 | 1
COc1ccc(Cl)cc1C(=O)NNC(=S)NC1CCCC1 | -1 | -0.8 | -47 | 3 | -5 | -0.2 | 6 | 9 | 2
COC(=O)Cc1ccc(NC(=O)c2ccc3c(c2)C(=O)N(Cc2cccnc2)C3=O)cc1 | -9 | -0.3 | 6 | -7 | 1 | 2.6 | -4 | -7 | 1
CC1CC(C)CN(S(=O)(=O)c2ccc3c(c2)CC(C)N3C(=O)C2CCC2)C1 (stereo not given) | 34 | -0.1 | 8 | -2 | 3 | 0.1 | 5 | 7 | 1
CCn1ccnc1CN(C)C(=O)C1CCC(=O)N(CCc2cccc(F)c2)C1 (stereo not given) | -10 | -0.4 | -4 | -7 | -7 | 0.2 | 2 | -7 | -5
O=C(NC(=S)NCc1ccccc1)c1ccc2c(c1)OCO2 | 12 | 1.7 | 8 | -2 | -5 | -0.3 | 0 | -3 | 3
COC1OC(O)C(NC(=O)C(F)(F)F)CC1O (stereo not given) | -6 | -0.3 | 3 | 1 | -6 | -0.8 | 5 | 10 | -1
CN1C(C(=O)Nc2ccc(C(=O)O)cc2)=C(O)c2ccccc2S1(=O)=O | -5 | 0.3 | 7 | -1 | -11 | 1.5 | -52 | 0 | -1
CC1CCCCC1NC(=O)/C(C#N)=C/c1ccc(F)c(F)c1 (stereo not given) | -7 | 0.6 | 14 | -1 | -9 | -0.7 | 4 | 5 | 4
N#Cc1ccc(-c2nc3ccc(Cl)cn3c2Cc2cccc(F)c2)cc1 | 23 | -0.9 | -3 | -6 | -14 | 1.3 | -8 | 13 | -1
CNC(=S)N1CCN(C(=O)c2ccco2)CC1 | -8 | 0.1 | -76 | -3 | 7 | 0.5 | 19 | 6 | 4
Cc1cc(C)c(NC(=O)CSc2nc(=O)n(CCN3CCOCC3)c3c2CCCC3)c(C)c1 | -5 | -0.3 | 9 | -3 | 1 | -0.8 | -10 | 11 | -4
CCC1CCCCN1c1nc2c(C=O)c(C)nn2c2ccccc12 (stereo not given) | 26 | 0.6 | 9 | -1 | 5 | -0.5 | -2 | 4 | 4
Cc1onc(-c2ccccc2Cl)c1C(=O)NCCn1ccc2ccccc21 | -1 | -0.9 | 30 | -5 | 11 | 0.2 | 12 | 40* | -6
CCOC(=O)c1nn(-c2ccccc2)c(=O)cc1OCC(=O)Nc1cccc(OC)c1 | -2 | -0.5 | 11 | -3 | -6 | 1.3 | -7 | 11 | -1
CN(C)Cc1c(C(=O)N/N=C/c2cccs2)nnn1-c1nonc1N | -6 | -1.2 | 4 | -13 | 4 | 0.5 | 5 | 8 | 5
COc1ccc2cc(C)c3nnc(SCC(=O)Nc4nc(-c5ccccc5)cs4)n3c2c1 | -5 | -0.6 | -42 | -4 | 0 | 0.1 | -8 | -23 | 7
COCCN(C(=O)COC(=O)c1cc2c(s1)CCC2)c1c(N)n(Cc2ccccc2)c(=O)[nH]c1=O | 3 | 0.2 | -17 | -5 | -11 | 0.1 | -50 | -11 | 1
COCCCNc1nc2c(c(=O)[nH]c(=O)n2C)n1CC(O)COc1cccc(C)c1 (stereo not given) | -3 | 1.2 | -2 | -11 | 6 | -0.7 | 2 | -17 | 4
CC(C)CNC(=O)C(=O)NCCCN1CCOCC1 | -1 | -0.4 | 6 | -3 | 3 | -0.3 | 2 | 4 | 2

Bioassay records: PubChem BioAssay, several laboratories
